esBAF inh: blocks esBAF chromatin remodeling in mouse ES cells. reporter increase, % at 12.5 µM. Bmi1-luciferase knock-in reporter, 24 h; 100% = twice the neutral-well signal. actives 2% (n = 350,000); in the data active = activation above about 40%;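 also: 0% = median of the plate's neutral control wells and 100% = double that signal; a rise in the Bmi1 reporter signal indicates esBAF inhibition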
ARNT TACC3 PPI: ARNT/TACC3 interaction disruption; Q9Y6A5; AlphaScreen His-ARNT PAS-B/GST-TACC3 binding, luminescence; TACC3 fragment carries E629A point mutation; actives 0.66% (n = 390,000); inhibition, % at 9.99 µM; AID 623870;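 active = mean inhibition of replicates at least 50% and at least half of replicates each reaching 50%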;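 also: 0% = complete ARNT plus TACC3 wells and 100% = ARNT alone without TACC3; many hits fall short of the cut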
XiGFP reactiv: activators of X-chromosome reactivation in mouse fibroblasts | XiGFP mouse fibroblasts, % GFP-positive cells imaging, 3 d; cells co-treated with 5-aza-dC sensitizer; scaled so ellipticine positive control = 100% | activation, % at 7.58 µM | actives 0.055% (n = 360,000) | AID 743238;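 active = mean normalized replicate activation at least 10% and every replicate at or above 10%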;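 also: 0% = median of on-plate neutral control wells and 100% = ellipticine 6 µM median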
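material = 68-5-11 XiGFP fibroblast line | medium = DMEM plus 5-aza-dC sensitizer | schedule = 3 days compound exposure | benchmarks = positive control ellipticine, 6 µM final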
CFTR F508del cor: correctors of CFTR F508del function in bronchial epithelial cells | CFBE cells, YFP halide quenching; stimulated with forskolin plus potentiator P3; % fluorescence drop versus neutral controls | activity (quench increase), % at 7.58 µM | actives 0.36% (n = 350,000);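 active = mean added fluorescence quench of at least 8% versus neutral control, with both replicates also reaching 8%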;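 also: cells transiently co-express mutant CFTR-F508del with the halide-sensitive YFP; corrector assay measuring rescue of mutant channel to the surface after 24 h compound exposure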
ERAP1 HTS inh: inhibitors of human ERAP1 aminopeptidase; inhibition, % at 10.7 µM; Q9NZ08; actives 0.15% (n = 340,000); recombinant ERAP1, Leu-AMC fluorescence, 60 min;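 active = mean replicate inhibition of at least 30%, or all replicates individually reaching that 30% level; inactive = mean below 30% and not every replicate reaching it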;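 also: 0% = neutral control wells and 100% = L-leucinethiol positive control wells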
Target sequence (Q9NZ08 whole entry, looked up): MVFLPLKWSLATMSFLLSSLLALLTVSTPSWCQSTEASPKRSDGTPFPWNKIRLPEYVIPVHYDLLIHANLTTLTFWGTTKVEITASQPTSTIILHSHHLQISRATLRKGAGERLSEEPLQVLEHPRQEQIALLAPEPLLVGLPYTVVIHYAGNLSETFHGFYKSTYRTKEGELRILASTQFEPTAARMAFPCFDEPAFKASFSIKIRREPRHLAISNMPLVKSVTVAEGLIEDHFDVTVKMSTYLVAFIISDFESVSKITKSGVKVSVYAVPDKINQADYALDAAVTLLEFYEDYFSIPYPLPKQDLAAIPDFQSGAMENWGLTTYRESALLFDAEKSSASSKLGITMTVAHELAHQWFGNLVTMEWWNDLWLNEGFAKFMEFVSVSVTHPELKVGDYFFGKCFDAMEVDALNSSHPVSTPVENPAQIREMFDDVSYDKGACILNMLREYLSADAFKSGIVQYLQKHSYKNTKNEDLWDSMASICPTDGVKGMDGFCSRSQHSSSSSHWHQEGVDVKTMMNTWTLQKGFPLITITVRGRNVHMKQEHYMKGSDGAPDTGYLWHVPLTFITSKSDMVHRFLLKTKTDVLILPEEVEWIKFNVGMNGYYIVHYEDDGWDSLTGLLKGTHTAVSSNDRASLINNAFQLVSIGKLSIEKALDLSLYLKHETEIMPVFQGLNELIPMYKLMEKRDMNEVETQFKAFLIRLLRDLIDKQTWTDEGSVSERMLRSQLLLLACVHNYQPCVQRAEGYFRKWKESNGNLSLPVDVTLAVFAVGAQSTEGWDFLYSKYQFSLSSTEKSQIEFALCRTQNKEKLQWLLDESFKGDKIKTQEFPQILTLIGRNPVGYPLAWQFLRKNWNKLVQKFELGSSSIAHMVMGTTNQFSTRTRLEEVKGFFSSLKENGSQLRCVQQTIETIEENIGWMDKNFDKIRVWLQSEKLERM
RAD52 anneal inh: RAD52 (human) annealing inhibition | actives 0.46% (n = 360,000) | inhibition, % at 18.7 µM | recombinant RAD52 DNA annealing, FRET fluorescence;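 active = every replicate showing at least 50% inhibition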
GSIS activator: GLuc luminescence reporter in INS-1E cells, primary screen for activators of glucose-dependent secretion of insulin. INS-1E GLuc reporter insulin secretion, 2-3 h. activation, % at 16.6 µM. actives 0.61% (n = 370,000);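 active = lowest replicate activation of at least 40%, so every replicate reaches that level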;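 also: 0% = median of neutral control wells and 100% = median of IBMX positive control wells; some compounds called inactive have numbers as strong as hits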
RAD54 branch: RAD54 (human) branch migration inhibition | RAD54 Holliday junction branch migration, FAM/BHQ fluorescence | inhibition, % at 10.4 µM | Q92698 | AID 602329 | actives 0.14% (n = 360,000);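 active = mean normalized replicate activity at least 40 and at least half of replicates scoring 40 or more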;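 also: 0% = median of neutral control wells and 100% = median of positive control wells; inhibitors cause a drop in the FAM fluorescence signal; in these data hits start at about 50%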
* = called active by the depositor; nt = not tested or not shown. Hits appear at their usual frequency, and some 3.3% of all compounds hit somewhere here.

SMILES	esBAF inh	ARNT TACC3 PPI	XiGFP reactiv	CFTR F508del cor	ERAP1 HTS inh	RAD52 anneal inh	GSIS activator	RAD54 branch
COc1cc(OC)c(CN2CCCN(C)CC2)cc1Br	-10	-3	0.1	0.3	-4	-14	4	5
CCOC(=O)C1(Cc2ccccc2)CCN(Cc2ccc(COC)o2)CC1	-2	3	0.0	-1.6	-4	-23	-18	-1
COc1ccc(-c2ccc([C@H]3[C@@H](C#N)N(C(=O)NC(C)C)[C@H]3CO)cc2)cc1	6	7	0.0	3.8	2	-40	-7	2
CCC(=O)N1C[C@@H]2[C@H](c3ccccc31)[C@@H](CO)N2C(=O)CC1CC1	-2	-2	0.0	-0.5	-1	-1	6	6
CCc1ccccc1-n1ncc(C(=O)Nc2ccc(OC)cc2)c1C	25	-3	0.0	-1.5	0	-9	-11	-10
Cc1ccc(S(=O)(=O)N(C)C[C@@H]2Oc3ccc(NC(=O)Cn4cnnn4)cc3CC(=O)N([C@@H](C)CO)C[C@@H]2C)cc1	-2	1	-0.4	-1.8	0	0	16	-1
COc1ccc(OC)c(-n2c(C)cc(/C=C3\C(=N)N4N=C(CC(=O)N5CCOCC5)SC4=NC3=O)c2C)c1	4	-2	0.3	1.7	1	-113	1	-14
Cc1ccc(S(=O)(=O)N[C@H]2CC[C@@H](CCn3cc(C4CC4)nn3)O[C@@H]2CO)cc1	6	1	0.0	-0.4	1	4	9	4
CCOc1ccc(C(=O)Nc2ncccc2Cl)cc1	66*	-1	0.0	-1.2	2	-15	15	nt
CC(OC(=O)c1nsc(Cl)c1Cl)C(=O)NCc1cccs1 (configuration not stated)	-4	2	nt	nt	nt	nt	25	2
Cc1nn(C)c(Cl)c1CN1CCC(CO)(CC2CCCCO2)CC1 (configuration not stated)	-2	-10	0.0	-2.8	-3	2	-6	3
NC(COCc1ccccc1)c1csc(Nc2cc(NCCCO)ncn2)n1 (configuration not stated)	-4	nt	0.2	-3.4	-2	-75	nt	0
CC(=O)Nc1ccc2c(c1)C(=O)N(C)[C@@H]1CC[C@H](CC(=O)NC3CCCCC3)O[C@H]1CO2	3	-30	0.1	-0.9	nt	nt	6	-8
Cc1cc(NC(=S)N(CCCN2CCN(C)CC2)Cc2ccco2)ccc1Cl	nt	13	-0.1	-1.8	-2	0	-12	nt
O=C(CSc1cc(Cl)ccc1Cl)NCC1CCCO1 (configuration not stated)	4	-2	nt	nt	nt	nt	8	-7
C[C@@H]1CN([C@@H](C)CO)C(=O)Cc2cc(NC(=O)c3ccncc3)ccc2O[C@H]1CN(C)Cc1ccc(-c2ccccc2)cc1	5	14	-0.3	4.8	3	-24	-31	-5
O=C(COC(=O)c1ccccc1)NCC1CCCO1 (configuration not stated)	49*	4	nt	nt	1	-28	-3	13
Cn1ncc([N+](=O)[O-])c1C(=O)NC1CCCCCC1	nt	-1	0.4	1.7	4	0	8	-6
O=Cc1c(NCCc2cccc(F)c2)c2ccccc2[nH]c1=O	1	-2	0.0	1.2	nt	-13	34	3
Cc1cc(NC(=O)CSc2nnc(COc3ccccc3)n2Cc2ccco2)no1	-3	-15	nt	nt	nt	nt	10	-9
O=C(Nc1ccc2c(c1)[C@H]1C[C@@H](CC(=O)N3CCc4ccccc4C3)O[C@H](CO)[C@H]1O2)c1cccnc1	5	-2	0.1	1.4	4	8	3	7
CCOc1ccc(Cl)cc1S(=O)(=O)N1CCC(C(=O)NCc2ccccn2)CC1	-2	8	0.4	-1.5	2	-8	15	0
NS(=O)(=O)OCCCc1ccccc1	2	-1	0.0	3.2	0	-4	8	-6
O=C(Nc1nc2ccccc2s1)c1ccc2sc([C@H]3C[C@H](O)[C@@H](CO)O3)nc2c1	55*	nt	0.3	-1.1	6	14	-2	6
Cc1ccc(-c2csc(CC(N)=O)n2)cc1	9	-6	0.0	0.1	-2	-69	-10	11

Complete entries from above. Values in the order: esBAF inh | ARNT TACC3 PPI | XiGFP reactiv | CFTR F508del cor | ERAP1 HTS inh | RAD52 anneal inh | GSIS activator | RAD54 branch
`O=C(COC(=O)c1ccccc1)NCC1CCCO1` (configuration not stated) in the list: 49* | 4 | nt | nt | 1 | -28 | -3 | 13
`CCOC(=O)C1(Cc2ccccc2)CCN(Cc2ccc(COC)o2)CC1` in the list: -2 | 3 | 0.0 | -1.6 | -4 | -23 | -18 | -1
`Cc1nn(C)c(Cl)c1CN1CCC(CO)(CC2CCCCO2)CC1` (configuration not stated) in the list: -2 | -10 | 0.0 | -2.8 | -3 | 2 | -6 | 3
`CC(OC(=O)c1nsc(Cl)c1Cl)C(=O)NCc1cccs1` (configuration not stated) in the list: -4 | 2 | nt | nt | nt | nt | 25 | 2
`NS(=O)(=O)OCCCc1ccccc1` in the list: 2 | -1 | 0.0 | 3.2 | 0 | -4 | 8 | -6

Remaining list, next part.
SMILES	esBAF inh	ARNT TACC3 PPI	XiGFP reactiv	CFTR F508del cor	ERAP1 HTS inh	RAD52 anneal inh	GSIS activator	RAD54 branch
O=C(C1CCCN(Cc2cccc(Cl)c2)C1)N1CCCCC1 (configuration not stated)	2	-8	0.1	-0.1	-5	-16	1	-1
COc1ccc(OC)c(CNc2c(C=O)c(=O)[nH]c3ccccc23)c1	-8	-4	0.0	1.4	-3	-10	7	-2
O=C1O[C@H](c2ccccc2)[C@H](c2ccccc2)N2[C@H]1[C@@H](C(=O)NC[C@H](O)c1ccccc1)[C@]1(C(=O)Nc3ccc(C#CCCO)cc31)[C@H]2c1ccc(OCCO)cc1	nt	17	nt	0.1	2	21	nt	-4
N#CC(Cc1ccccc1)(Cc1ccccc1)C(=O)NN	-1	-1	0.3	2.4	0	-15	-12	0
O=C(Nc1ccccc1-c1ccccc1)NC1CC2CCCC(C1)N2CCc1ccccc1 (configuration not stated)	nt	-9	0.1	-0.8	-7	-9	-7	nt
CN(CCc1ccccn1)C1CCCN(S(=O)(=O)c2ccc(F)c(Cl)c2)C1 (configuration not stated)	-6	-1	0.1	1.1	0	-3	-15	-1
N#C/C=C\Oc1ccc(Cl)cc1N	5	4	nt	-3.8	-2	-13	-24	-1
CC(/C=C/c1ccccc1F)=N\NC(=O)c1ccc(Cl)cc1	4	-14	0.2	-2.1	2	-17	-3	nt
Cc1ccc(-c2nc3ccccn3c2NC(=O)c2ccco2)cc1	-4	2	nt	-0.5	3	-9	-7	-5
COc1ccc(-c2ccc(CN3C(C)C(=O)N(Cc4cn(CCC5OCCO5)nn4)CCS3(=O)=O)cc2)cc1OC (configuration not stated)	13	nt	0.0	0.6	-2	-12	16	nt
Cc1ccsc1/C=N/Nc1ncnc2nc[nH]c12	nt	58*	0.4	0.1	1	-29	2	nt
CCOc1ccc(NC(=O)COC(=O)C23CC4CC(CC(C4)C2)C3)c([N+](=O)[O-])c1	nt	-1	-0.1	1.5	-1	-40	nt	1
O=C(Oc1coc(CSc2ncccn2)cc1=O)c1cccc([N+](=O)[O-])c1	-4	15	-0.1	0.4	-3	-8	-5	nt
CCC(=O)N(C)C[C@H]1Oc2ncc(C#C[C@@H](C)O)cc2C(=O)N([C@@H](C)CO)C[C@H]1C	-6	-13	-0.7	-2.9	1	8	3	0
CC(C)NC(=O)Nc1ccc2c(c1)C(=O)N([C@H](C)CO)C[C@@H](C)[C@H](CN(C)Cc1ccc(-c3ccccc3)cc1)O2	-1	-12	0.1	-0.6	0	-15	-22	19
CCOC(=O)c1cnc(SC2CC(=O)N(c3cccc(OC)c3)C2=O)nc1N (configuration not stated)	6	1	nt	nt	nt	nt	12	-5
COc1cc(C(CCN2CCCCC2)c2c(OC)cc(OC)c3c(-c4ccccc4)cc(=O)oc23)cc(OC)c1OC (configuration not stated)	nt	14	-0.2	0.3	-16	23	nt	0
O=C(Nc1cccc(F)c1)N1CC(=O)N2[C@H](CO)[C@H](c3ccc(-c4ccc(F)cc4)cc3)[C@H]2C1	nt	nt	0.1	-1.1	1	4	-25	nt
Cc1ccc(-c2nc(CS(=O)CC(=O)NCc3ccc(F)cc3)c(C)o2)cc1 (configuration not stated)	-5	-4	0.0	-0.8	3	-8	-1	-7
O=C(O)C(Cc1ccccc1)N1C(=O)/C(=C/c2cccnc2)SC1=S (configuration not stated)	nt	1	0.0	-0.7	0	-5	5	-8
CCCn1nc(C(=O)N(C)CC(=O)Nc2ccc(OCC)c(OCC)c2)c2ccccc2c1=O	3	30	0.0	-0.5	-1	-3	20	4
N#CC(C(=O)c1ccccc1)=C1SCCS1	nt	-26	0.8	-2.0	0	-14	7	2
COc1cc(OC)c(/C=C2\C(=O)Nc3ccccc32)c(OC)c1	nt	nt	0.1	1.2	3	-133	nt	nt
COc1cc(OC)cc(C(=O)NC(C)c2cnn(-c3ccccc3C)c2C)c1 (configuration not stated)	nt	nt	0.4	-0.6	0	-9	-15	nt
O=C(COc1cccc(C(F)(F)F)c1)Nc1ccc(S(=O)(=O)N2CCCC2)cc1	-3	-15	nt	-2.5	1	-18	-16	-4
Other records follow.
SMILES	esBAF inh	ARNT TACC3 PPI	XiGFP reactiv	CFTR F508del cor	ERAP1 HTS inh	RAD52 anneal inh	GSIS activator	RAD54 branch
CCN(CC(=O)Nc1ccc2c(c1)OCCO2)C(=O)CC(NC(C)=O)c1ccccc1 (configuration not stated)	nt	4	0.2	0.5	-3	0	7	0
C[C@@H]1CCCCO[C@@H](CN(C)C(=O)NC2CCCCC2)[C@H](C)CN([C@@H](C)CO)C(=O)c2cc(NC(=O)Nc3ccccc3)ccc2O1	3	-5	0.3	0.1	2	-12	-6	2
C[C@H]1CN([C@@H](C)CO)C(=O)Cc2cc(NS(=O)(=O)c3ccccc3)ccc2O[C@@H]1CN(C)Cc1ccc(Oc2ccccc2)cc1	3	0	0.6	-1.1	0	11	-1	-2
N#Cc1sc(NCc2ccccn2)nc1Cl	-7	5	0.0	-0.1	1	7	7	0
COc1ccc(N(C)C(=O)c2cc3c(s2)-c2c(C)cccc2OC3)c(OC)c1	8	0	0.0	-1.7	2	-21	nt	-4
CC(C)CCN1C(=O)CCC1(C)C(=O)NC1CCCCCCC1 (configuration not stated)	-3	-4	nt	2.3	-1	-1	-10	-7
Cc1ccc(NC(=O)c2ccc(N3C(=O)C4CC=C(Cl)CC4C3=O)cc2)cc1 (configuration not stated)	-1	1	nt	-1.0	3	-30	-4	-5
O=C(CCc1ccccn1)N1CCCC(CNS(=O)(=O)c2cccs2)C1 (configuration not stated)	nt	-8	-0.1	1.6	-1	-3	0	nt
Cc1cc(OC(=O)c2ccccc2F)c([N+](=O)[O-])c(=O)[nH]1	-3	4	0.1	-2.0	-1	-20	24	-5
C[C@H]1CN([C@@H](C)CO)C(=O)c2cccc(NC(=O)NC3CCCCC3)c2O[C@H]1CN(C)S(=O)(=O)c1cn(C)cn1	0	0	0.1	-1.3	-1	2	-5	5
Cc1ccc(C=NNc2ccc([N+](=O)[O-])cn2)cc1	nt	2	-0.1	1.0	0	-31	nt	nt

Random excerpt: 4 compounds from above.
SMILES	esBAF inh	ARNT TACC3 PPI	XiGFP reactiv	CFTR F508del cor	ERAP1 HTS inh	RAD52 anneal inh	GSIS activator	RAD54 branch
Cc1cc(OC(=O)c2ccccc2F)c([N+](=O)[O-])c(=O)[nH]1	-3	4	0.1	-2.0	-1	-20	24	-5
O=C(CCc1ccccn1)N1CCCC(CNS(=O)(=O)c2cccs2)C1 (configuration not stated)	nt	-8	-0.1	1.6	-1	-3	0	nt
N#Cc1sc(NCc2ccccn2)nc1Cl	-7	5	0.0	-0.1	1	7	7	0
C[C@@H]1CCCCO[C@@H](CN(C)C(=O)NC2CCCCC2)[C@H](C)CN([C@@H](C)CO)C(=O)c2cc(NC(=O)Nc3ccccc3)ccc2O1	3	-5	0.3	0.1	2	-12	-6	2

Screening results (PubChem BioAssay)
